From PubChem
KCNQ1 inh = human KCNQ1 channel inhibition | P51787 | CHO-K1 KCNQ1, FluxOR thallium flux fluorescence; hits give high values | B-score at 10 µM | 310,000 tested, 1.3% active;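 active means compounds whose thallium flux B-score, printed positive for inhibition, exceeds three library SD while starting fluorescence stays within three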;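 further: channel opened by potassium depolarization with thallium stimulus after 20 min compound exposure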
RGS4 pot = potentiators or activators of RGS4. HEK293 M3R/inducible RGS4, carbachol calcium flux Fluo4; hits give low values. B-score at 10 µM. 310,000 tested, 0.92% active. AID 463111;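 active means B-score of the integrated calcium signal more than 4 SD below the library mean, with starting fluorescence not abnormally high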;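 further: negative B-score means reduced calcium response which marks RGS4 activation or potentiation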
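Reagent: ECmax carbachol challenge; Test system: M3R-expressing HEK293 line, RGS4 induced by doxycycline; Schedule: overnight RGS4 induction, 30 min dye load 37 °C, 20 min compound RT; Detection: calcium dye Fluo4 fluorescence; Read-out: Agonist-evoked peak-minus-minimum fluorescence over baseline, integrated ratio, B score.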
KCNK3 block = human KCNK3 channel inhibition, primary screen; O14649; CHO-KCNK3 thallium flux, FluxOR fluorescence; hits give low values; B-score at 10 µM; 340,000 tested, 0.84% active; AID 602410;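 active means B-score under library mean minus 4 SD, starting fluorescence ratio at most library mean plus 5 SD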;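 further: more negative B-score means stronger inhibition of thallium flux through KCNK3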
SKKanGAS inh = SKKanGAS growth inhibition; S. pyogenes SKKanGAS, kanamycin growth, BacTiter-Glo, 6 h; inhibition, % at 7.5 µM; 300,000 tested, 1.3% active;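 active means mean replicate score, as percent of positive control median, at least 50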;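 further: strain carries kanamycin resistance gene driven by streptokinase promoter and grows in 40 µg/ml kanamycin; loss of luminescence reflects streptokinase promoter inhibition or plain growth inhibition; 0% = median of DMSO wells and 100% = positive control at its reference dose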
RGS4 inh = inhibitors of human RGS4. P49798. HEK293 M3R/RGS4 inducible, Fluo-4 calcium flux; hits give high values; triggered by carbachol at its EC20. B-score at 10 µM. 310,000 tested, 0.45% active. AID 463165;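 active means B-score, a plate-corrected calcium signal, over three deviations above library mean, with baseline fluorescence within five deviations of library mean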;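 further: RGS4 expression induced by doxycycline in cells with stable M3 receptor; B-score is computed from the integrated fluorescence ratio over baseline after carbachol; higher B-score means a larger calcium signal and so more RGS4 inhibition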
ANO1 activ = activators or potentiators of mouse TMEM16A chloride channel; Q8BHY3; HEK293 TMEM16A/YFP-H148Q/I152L, iodide quench fluorescence; hits give low values; B-score at 10 µM; 340,000 tested, 0.3% active; AID 623877;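 active means fluorescence-ratio B-score plate-corrected deviation score at least 3 library SD below zero, with starting fluorescence score within 5 deviations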;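 further: channel opened by trigger with iodide after compound preincubation; score built on the fluorescence ratio of max minus min over baseline; more negative score means more quench and so TMEM16A activation or potentiation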
Target sequence (Q8BHY3 whole entry, looked up): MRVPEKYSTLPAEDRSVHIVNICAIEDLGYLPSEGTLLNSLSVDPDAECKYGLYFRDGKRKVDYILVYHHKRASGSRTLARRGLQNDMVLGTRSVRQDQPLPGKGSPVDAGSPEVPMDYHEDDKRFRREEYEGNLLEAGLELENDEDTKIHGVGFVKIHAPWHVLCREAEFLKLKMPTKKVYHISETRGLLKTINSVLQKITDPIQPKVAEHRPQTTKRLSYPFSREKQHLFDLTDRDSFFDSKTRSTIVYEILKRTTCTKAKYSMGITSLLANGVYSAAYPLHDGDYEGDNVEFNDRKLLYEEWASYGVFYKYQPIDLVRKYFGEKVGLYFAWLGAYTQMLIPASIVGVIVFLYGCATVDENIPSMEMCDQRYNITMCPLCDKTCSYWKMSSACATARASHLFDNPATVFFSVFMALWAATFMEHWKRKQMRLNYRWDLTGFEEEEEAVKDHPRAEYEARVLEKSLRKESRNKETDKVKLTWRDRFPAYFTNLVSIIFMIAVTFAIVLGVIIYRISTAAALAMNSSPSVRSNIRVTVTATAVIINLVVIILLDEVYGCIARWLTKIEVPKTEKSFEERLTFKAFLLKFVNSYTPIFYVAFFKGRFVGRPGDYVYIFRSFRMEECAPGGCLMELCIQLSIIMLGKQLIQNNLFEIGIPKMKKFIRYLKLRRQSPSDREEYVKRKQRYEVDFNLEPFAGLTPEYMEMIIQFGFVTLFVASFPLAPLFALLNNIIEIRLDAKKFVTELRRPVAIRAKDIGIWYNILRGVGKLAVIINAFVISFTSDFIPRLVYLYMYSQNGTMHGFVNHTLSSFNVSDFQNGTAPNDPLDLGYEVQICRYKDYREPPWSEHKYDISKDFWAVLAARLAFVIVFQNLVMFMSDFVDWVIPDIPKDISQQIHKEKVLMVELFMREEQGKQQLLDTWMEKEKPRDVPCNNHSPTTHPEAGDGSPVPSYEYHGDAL
KCNK9 inh = human KCNK9 channel inhibition; 310,000 tested, 1.2% active; HEK293 KCNK9, FluxOR thallium flux fluorescence; hits give low values; Q9NPC2; B-score at 10 µM;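 active means ratio B-score over 3 SD below the library mean, with starting fluorescence within 5 SD of its mean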;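 further: negative B-score means less thallium flux so channel inhibition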
hERG protect = hERG (human) protection from proarrhythmic block. Q12809. 310,000 tested, 0.51% active. activation (rescue from dofetilide block), less the hit threshold, % at 10 µM. CHO-hERG, FluxOR thallium flux, dofetilide IC70 present;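 active means activation above the mean of controls blocked by dofetilide plus 5 SD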;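 further: thallium influx through hERG after potassium depolarization seen as dye fluorescence rise; in these data hits start at about 4.7%; inactives centre near -7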
ANO1 block = blocks the mouse calcium-activated chloride channel TMEM16A | HEK293 TMEM16A/YFP iodide influx fluorescence, ionomycin | normalized B-score (activity score, 25-100; higher = stronger inhibition) at 10 µM | AID 588511 | 310,000 tested, 1.2% active;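 active means ratio plate-corrected score three or more library SD toward inhibition, starting fluorescence score within five deviations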;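 further: score derived from kinetic fluorescence span divided by baseline fluorescence per well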
KCNQ1 pot = potentiators or activators of human KCNQ1 potassium channel | P51787 | CHO-K1 KCNQ1, thallium flux FluxOR fluorescence; hits give high values | B-score at 10 µM | 310,000 tested, 0.35% active | AID 2648;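 active means fluorescence ratio B-score, a plate-corrected score, at least three library SD, with initial intensity B-score within 5 SD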
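System: CHO-K1 cells stably expressing KCNQ1 / Medium: assay buffer for compound exposure, DMSO matched across wells / Reagent: thallium- and potassium-containing depolarizing buffer / Compound: one concentration, matched DMSO / Incubation: 20 min compound pretreatment at room temperature / Measured by: kinetic FluxOR fluorescence, 10 s baseline plus 110 s post-stimulus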
HDAC3 inh = inhibitors of human histone deacetylase 3; O15379; inhibition, % at 8.3 µM; recombinant HDAC3, fluorogenic peptide/trypsin coupled, fluorescence; 320,000 tested, 0.15% active; in the data active means inhibition above about 26%, passing the limit was not always enough
* marks the source's active call; other numbers are inactive results. Compounds were not picked by outcome; about 6.3% have a hit in one of these screens.

For O=C(CSc1n[nH]c(-c2ccncc2)n1)Nc1ccc(Cl)c(C(=O)O)c1 the results were KCNQ1 inh inactive, RGS4 pot inactive, KCNK3 block inactive, SKKanGAS inh 5, RGS4 inh inactive, ANO1 activ inactive, KCNK9 inh inactive, hERG protect -10, ANO1 block inactive, KCNQ1 pot inactive and HDAC3 inh -1.
CCCCC(=O)Nc1ccc(C)c(O)c1 was read as KCNQ1 inh inactive, RGS4 pot inactive, KCNK3 block inactive, SKKanGAS inh 6, RGS4 inh inactive, ANO1 activ inactive, KCNK9 inh inactive, hERG protect -6, ANO1 block inactive, KCNQ1 pot inactive and HDAC3 inh -8.
CCC(c1nnnn1CCOC)N1CCN(c2nc3ccccc3s2)CC1 (stereo not given) was read as KCNQ1 inh inactive, RGS4 pot inactive, KCNK3 block inactive, SKKanGAS inh -4, RGS4 inh inactive, ANO1 activ inactive, KCNK9 inh inactive, hERG protect -9, ANO1 block inactive, KCNQ1 pot inactive and HDAC3 inh 8.
Cc1ccc2c(c1)c1c3n2CCN(C(=O)Cn2c(-c4ccccc4)noc2=O)C3CCC1 (stereo not given) was read as KCNQ1 inh inactive, RGS4 pot inactive, KCNK3 block inactive, SKKanGAS inh 18, RGS4 inh inactive, ANO1 activ inactive, KCNK9 inh inactive, hERG protect -13, ANO1 block inactive, KCNQ1 pot inactive and HDAC3 inh 8.
`Cc1csc(NC(=O)CSc2nnc(-c3ccccn3)n2-c2ccc(C)c(C)c2)n1` gave KCNQ1 inh inactive, RGS4 pot inactive, KCNK3 block inactive, SKKanGAS inh -9, RGS4 inh inactive, ANO1 activ inactive, KCNK9 inh inactive, hERG protect -1, ANO1 block inactive, KCNQ1 pot inactive and HDAC3 inh 0.
Screening ON1C2CCCCC2N(O)C1c1c(F)c(F)c(F)c(F)c1F (stereo not given) returned KCNQ1 inh inactive, RGS4 pot inactive, KCNK3 block inactive, SKKanGAS inh -1, RGS4 inh inactive, ANO1 activ inactive, KCNK9 inh inactive, hERG protect -10, ANO1 block inactive, KCNQ1 pot inactive and HDAC3 inh 4.
`CC(C)c1ccc(S(=O)(=O)N2CCN(C(=O)c3cccc(F)c3)CC2)cc1` gave KCNQ1 inh inactive, RGS4 pot inactive, KCNK3 block inactive, SKKanGAS inh 2, RGS4 inh inactive, ANO1 activ inactive, KCNK9 inh inactive, hERG protect -1, ANO1 block inactive, KCNQ1 pot inactive and HDAC3 inh 1.
For Cc1ccccc1NC(=O)C1C2CCCC1C2c1ccccc1 (stereo not given) the results were KCNQ1 inh inactive, RGS4 pot inactive, KCNK3 block inactive, SKKanGAS inh 5, RGS4 inh inactive, ANO1 activ inactive, KCNK9 inh inactive, hERG protect -8, ANO1 block inactive, KCNQ1 pot inactive and HDAC3 inh -1.
Screening c1ccc(CSc2ncnc3c2cnn3Cc2ccccc2)cc1 returned KCNQ1 inh inactive, RGS4 pot inactive, KCNK3 block inactive, SKKanGAS inh 5, RGS4 inh inactive, ANO1 activ inactive, KCNK9 inh inactive, hERG protect -5, ANO1 block inactive, KCNQ1 pot inactive and HDAC3 inh -1.
For CCN(CC(=O)NCc1ccc(Cl)cc1)C(=O)/C=C/c1ccco1 the results were KCNQ1 inh inactive, RGS4 pot inactive, KCNK3 block inactive, SKKanGAS inh -5, RGS4 inh inactive, ANO1 activ inactive, KCNK9 inh inactive, hERG protect -13, ANO1 block inactive, KCNQ1 pot inactive and HDAC3 inh 9.
`Cc1ccc(C23CC4CC(CC(C(=O)OCC(=O)N(C)C)(C4)C2)C3)cc1` gave KCNQ1 inh inactive, RGS4 pot inactive, KCNK3 block inactive, SKKanGAS inh 5, RGS4 inh inactive, ANO1 activ inactive, KCNK9 inh inactive, hERG protect -14, ANO1 block inactive, KCNQ1 pot inactive and HDAC3 inh -7.
For Cc1ccc(NC(=O)CCn2cccc2)cc1Cl the results were KCNQ1 inh inactive, RGS4 pot inactive, KCNK3 block inactive, SKKanGAS inh -6, RGS4 inh inactive, ANO1 activ inactive, KCNK9 inh inactive, hERG protect -7, ANO1 block inactive, KCNQ1 pot inactive and HDAC3 inh 10.
`Cc1ccccc1-c1nc(CS(=O)(=O)CC(=O)NCc2ccco2)c(C)o1` gave KCNQ1 inh inactive, RGS4 pot inactive, KCNK3 block inactive, SKKanGAS inh -4, RGS4 inh inactive, ANO1 activ inactive, KCNK9 inh inactive, hERG protect -7, ANO1 block inactive, KCNQ1 pot inactive and HDAC3 inh 4.
`Cc1oc(-c2ccccc2F)nc1CS(=O)CC(=O)NCc1ccccc1` (stereo not given) gave KCNQ1 inh inactive, RGS4 pot inactive, KCNK3 block inactive, SKKanGAS inh -4, RGS4 inh inactive, ANO1 activ inactive, KCNK9 inh inactive, hERG protect -13, ANO1 block inactive, KCNQ1 pot inactive and HDAC3 inh 4.
CCc1nnc(NS(=O)(=O)c2ccc(NC(=O)c3ccccc3O)cc2)s1 was read as KCNQ1 inh inactive, RGS4 pot inactive, KCNK3 block inactive, SKKanGAS inh 8, RGS4 inh inactive, ANO1 activ inactive, KCNK9 inh inactive, hERG protect -7, ANO1 block inactive, KCNQ1 pot inactive and HDAC3 inh -47.
For CN1CC(=O)N2[C@H](c3ccc4c(c3)OCO4)c3[nH]c4ccccc4c3C[C@@H]2C1=O the results were KCNQ1 inh inactive, RGS4 pot inactive, KCNK3 block inactive, SKKanGAS inh 1, RGS4 inh inactive, ANO1 activ inactive, KCNK9 inh inactive, hERG protect -1, ANO1 block inactive, KCNQ1 pot inactive and HDAC3 inh 1.
`CSCCC(NS(=O)(=O)c1ccc(C)cc1)C(=O)NCCc1c[nH]c2ccccc12` (stereo not given) gave KCNQ1 inh inactive, RGS4 pot inactive, KCNK3 block inactive, SKKanGAS inh -2, RGS4 inh inactive, ANO1 activ inactive, KCNK9 inh inactive, hERG protect -12, ANO1 block inactive, KCNQ1 pot inactive and HDAC3 inh 3.
Screening Cc1ccc(N2C(=O)C(Cl)=C(NCc3ccccc3)C2=O)c(C)c1 returned KCNQ1 inh inactive, RGS4 pot inactive, KCNK3 block inactive, SKKanGAS inh 3, RGS4 inh inactive, ANO1 activ inactive, KCNK9 inh inactive, hERG protect -9, ANO1 block inactive, KCNQ1 pot inactive and HDAC3 inh 9.
Screening CCCn1c(SCC(=O)NC2CCCC2)nnc1C(C)C returned KCNQ1 inh inactive, RGS4 pot inactive, KCNK3 block inactive, SKKanGAS inh -1, RGS4 inh inactive, ANO1 activ inactive, KCNK9 inh inactive, hERG protect -4, ANO1 block inactive, KCNQ1 pot inactive and HDAC3 inh 5.
N/C(=N\OC(=O)Oc1ccccc1)c1ccc([N+](=O)[O-])cc1 was read as KCNQ1 inh inactive, RGS4 pot inactive, KCNK3 block inactive, SKKanGAS inh -1, RGS4 inh inactive, ANO1 activ inactive, KCNK9 inh inactive, hERG protect -5, ANO1 block inactive, KCNQ1 pot inactive and HDAC3 inh 4.
For CC(=O)Nc1ccccc1C(=O)C(=O)Nc1ccc(Cl)cc1 the results were KCNQ1 inh inactive, RGS4 pot inactive, KCNK3 block inactive, SKKanGAS inh 3, RGS4 inh inactive, ANO1 activ inactive, KCNK9 inh inactive, hERG protect 8.2*, ANO1 block inactive, KCNQ1 pot inactive and HDAC3 inh 4.
Screening COc1ccc(-n2cccc2/C=C2/NC(=O)N(c3cccc(Cl)c3)C2=O)cc1 returned KCNQ1 inh inactive, RGS4 pot inactive, KCNK3 block inactive, SKKanGAS inh -3, RGS4 inh inactive, ANO1 activ inactive, KCNK9 inh inactive, hERG protect -8, ANO1 block inactive, KCNQ1 pot inactive and HDAC3 inh 10.
`COc1ccc(-n2c(C)c([N+](=O)[O-])c3ccc(O)c(CN(C)C)c32)cc1` gave KCNQ1 inh inactive, RGS4 pot inactive, KCNK3 block inactive, SKKanGAS inh 4, RGS4 inh inactive, ANO1 activ inactive, KCNK9 inh inactive, hERG protect -4, ANO1 block inactive, KCNQ1 pot inactive and HDAC3 inh -3.
Screening COC(=O)c1scc(C)c1NC(=O)c1ccc(Cl)cc1 returned KCNQ1 inh inactive, RGS4 pot inactive, KCNK3 block inactive, SKKanGAS inh 1, RGS4 inh inactive, ANO1 activ inactive, KCNK9 inh inactive, hERG protect -5, ANO1 block inactive, KCNQ1 pot inactive and HDAC3 inh -3.
Screening S=C(Nc1ccc(Oc2ccccc2)cc1)N(CCCN1CCOCC1)Cc1ccccn1 returned KCNQ1 inh inactive, RGS4 pot inactive, KCNK3 block inactive, SKKanGAS inh -1, RGS4 inh inactive, ANO1 activ inactive, KCNK9 inh inactive, hERG protect -7, ANO1 block inactive, KCNQ1 pot inactive and HDAC3 inh -1.
For COc1cc(F)ccc1S(=O)(=O)N1CCN(c2ccccc2)CC1 the results were KCNQ1 inh inactive, RGS4 pot inactive, KCNK3 block inactive, SKKanGAS inh -2, RGS4 inh inactive, ANO1 activ inactive, KCNK9 inh inactive, hERG protect -9, ANO1 block inactive, KCNQ1 pot inactive and HDAC3 inh -7.
Screening O=C1CSC(c2ccccc2[N+](=O)[O-])N1c1ccccc1 (stereo not given) returned KCNQ1 inh inactive, RGS4 pot inactive, KCNK3 block inactive, SKKanGAS inh -1, RGS4 inh inactive, ANO1 activ inactive, KCNK9 inh inactive, hERG protect -8, ANO1 block inactive, KCNQ1 pot inactive and HDAC3 inh 1.
Screening CCC(C)NC(=O)CNC(=O)c1nn(-c2ccc(OC)cc2)c(=O)c2ccccc12 (stereo not given) returned KCNQ1 inh inactive, RGS4 pot inactive, KCNK3 block inactive, SKKanGAS inh -5, RGS4 inh inactive, ANO1 activ inactive, KCNK9 inh inactive, hERG protect -11, ANO1 block inactive, KCNQ1 pot inactive and HDAC3 inh -3.
Cc1ccccc1NC(=O)COc1ccc(Br)cc1C was read as KCNQ1 inh inactive, RGS4 pot inactive, KCNK3 block inactive, SKKanGAS inh -17, RGS4 inh inactive, ANO1 activ inactive, KCNK9 inh inactive, hERG protect -3, ANO1 block inactive, KCNQ1 pot inactive and HDAC3 inh 2.
CC(C)c1ccc(NC2CCCN(C(=O)C3=NN(C)C(=O)CC3)C2)cc1 (stereo not given) was read as KCNQ1 inh inactive, RGS4 pot inactive, KCNK3 block inactive, SKKanGAS inh 1, RGS4 inh inactive, ANO1 activ inactive, KCNK9 inh inactive, hERG protect -8, ANO1 block inactive, KCNQ1 pot inactive and HDAC3 inh -4.
